G9a block: qHTS Assay for Inhibitors of Histone Lysine Methyltransferase G9a; Potency, µM (series often up to 102 µM), inactives show top-dose activity, negative = inhibition, hits mostly inhibitors; G9a H3K9 monomethylation, AlphaScreen, 2 h; Histone-lysine N-methyltransferase EHMT2 (Homo sapiens), Q96KQ7; 8.8% of 350,000 active; further: potency means the concentration at half of the fitted maximal effect; on the % scale 0 is the no-effect control and ±100 the full control effect; nearly all actives have a fitted effect of over 75% in size
Target sequence (Q96KQ7 913-1193 limits assumed): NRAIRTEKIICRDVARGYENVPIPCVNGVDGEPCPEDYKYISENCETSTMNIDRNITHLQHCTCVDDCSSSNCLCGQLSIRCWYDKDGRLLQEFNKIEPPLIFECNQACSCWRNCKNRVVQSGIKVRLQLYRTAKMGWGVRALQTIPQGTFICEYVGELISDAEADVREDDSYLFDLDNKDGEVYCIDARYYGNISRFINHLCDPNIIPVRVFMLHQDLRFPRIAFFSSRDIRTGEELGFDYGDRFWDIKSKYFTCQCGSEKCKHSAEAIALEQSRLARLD
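Compounds were preincubated with 20 nM G9a for 15 min, after which biotinylated H3K9 peptide (500 nM) and SAM (20 uM) started a 2 h room-temperature reaction. Monomethylated product was quantified by antibody-based AlphaScreen chemiluminescence.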
RGS4 inh: Inhibitors of Regulator of G Protein Signaling (RGS) 4: qHTS; Regulator of G-protein signaling 4 (Homo sapiens), P49798; Transcreener GDP fluorescence polarization, RGS4-accelerated GTP hydrolysis; Potency, µM (series often up to 114 µM), for the others: at the top dose activity change, negative = inhibition, usual class: inhibitors; 0.039% of 390,000 active; further: potency means the concentration at half of the fitted maximal effect; on the % scale 0 is the no-effect control and ±100 the full control effect; nearly all actives have a fitted effect of over 75% in size; some results filed as inactive show a strong effect at the top dose
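MLSMR compounds (23 nl, pin-transferred) preincubated 10 min at room temperature with a 500nM (2x) first reagent, then RGS4 at 900nM (2x) plus Transcreener GDP mix added; fluorescence polarization (620/688 nm) read before and after 90 min at 30 °C.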
ERG Ets-DNA blk: qHTS for Small Molecule Inhibitors of the ERG Ets/DNA interaction; Potency, µM (titrated, usually from 76.9 µM), for the others: at the highest dose FP activity, negative = inhibition, actives largely listed as inhibitors; fluorescence polarization, His-ERG Ets domain / labelled DNA; 0.028% of 370,000 active; Transcriptional regulator ERG (Homo sapiens), P11308; active means well fitted inhibition curve with a large enough effect in the polarisation, with a control signal flat; inconclusive means small, poorly fitted or top-dose-only effect, or effect the other way, or a change in a side signal; inactive means no such curve, though single readings can be large or run the other way; the % refers to the polarisation;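 further: polarization taken with two DNA probes labelled with fluorescein and Texas red; potency means the concentration at half of the fitted maximal effect; % of control where 0% means no effect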
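His-tagged ERG Ets domain (1 uM in the protein solution; 300mM KCl, 50mM Tris-HCl, 1mM EDTA, 1mM DTT, pH 7.5) received compound, then a probe mix of 5 nM fluorescein-DNA and 100nM Texas-615-DNA. Fluorescence polarization was read for both dyes.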
BAZ2B block: qHTS Assay for Inhibitors of BAZ2B; 4.4% of 360,000 active; Potency, µM (highest dose often 114 µM), for the others: at the top dose activity change, negative = inhibition, actives largely listed as inhibitors; Bromodomain adjacent to zinc finger domain protein 2B (Homo sapiens), Q9UIF8; AID 504333, 2011; AlphaScreen BAZ2B-H3K14Ac peptide displacement; further: potency means the concentration at half of the fitted maximal effect; on the % scale 0 is the no-effect control and ±100 the full control effect; nearly all actives have a fitted effect of over 60% in size
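Inhibition is scored as reduced AlphaScreen emission. The BAZ2B/b-H3(5-23)K14Ac complex (50 nM each) in PBS pH 7.4, 0.01% Tween-20 meets compound (up to 110 uM) for 30 min at RT before bead addition.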
JMJD2A Tudor: qHTS Assay for Inhibitors of JMJD2A-Tudor Domain; Lysine-specific demethylase 4A (Homo sapiens), O75164; AlphaScreen JMJD2A-Tudor / H3K4me3 peptide binding; Potency, µM (doses to about 114 µM), for the others: at the top dose activity change, negative = inhibition, actives largely listed as inhibitors; 4.4% of 390,000 active; further: potency means the concentration at half of the fitted maximal effect; on the % scale 0 is the no-effect control and ±100 the full control effect; nearly all actives have a fitted effect of over 50% in size
PI4K2A inh: qHTS for small molecular inhibitors of PI4K2A; 0.13% of 420,000 active; activity change, negative = inhibition, % at 76.9 µM; purified PI4K2A, ADP-Glo luminescence, 1 h; hits give low values; in the data active means activity change below about -50%; inconclusive means mostly about -30% to -49%;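 further: -100% = wells without enzyme as full effect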
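PI4K2A activity was measured by ADP-Glo luminescence: enzyme (4 ug/mL stock) and phosphatidylinositol (1.2 mM stock) in Tris pH 7.5/MgCl2/EGTA/Triton X-100 buffer were reacted with ATP (300 microM stock) for one hour at ambient temperature.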
GLS inhibitor: qHTS for Inhibitors of Glutaminase (GLS) | AID 624170, 2012 | GLS enzymatic activity, qHTS titration | Potency, µM (top dose mostly 45.5 µM), for inactives: at the top dose activity change, negative = inhibition, usual class: inhibitors | Glutaminase kidney isoform, mitochondrial (Homo sapiens), O94925 | 0.21% of 410,000 active; further: potency means the concentration at half of the fitted maximal effect; on the % scale 0 is the no-effect control and ±100 the full control effect
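Read-out is an Amplex red fluorescence increase coupled through glutamate oxidase and HRP, measured before and after 30 min room-temperature incubation. hKGA is in 45 mM KH2PO4 (pH 8.2) with 0.02% Tween-20; glutamine added as 1mM solution.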
ALOX12 inh: Primary qHTS assay for inhibitors of human arachidonate 12S-lipoxygenase (ALOX12): Round 2; Polyunsaturated fatty acid lipoxygenase ALOX12 (Homo sapiens), P18054; purified 12hLO, xylenol orange hydroperoxide absorbance; Potency, µM (titrated, usually from 108 µM), for the others: at the highest dose activity change, negative = inhibition, usual class: inhibitors; 1.1% of 580,000 active; further: potency means the concentration at half of the fitted maximal effect; on the % scale 0 is the no-effect control and ±100 the full control effect
Target sequence (P18054 whole entry, looked up): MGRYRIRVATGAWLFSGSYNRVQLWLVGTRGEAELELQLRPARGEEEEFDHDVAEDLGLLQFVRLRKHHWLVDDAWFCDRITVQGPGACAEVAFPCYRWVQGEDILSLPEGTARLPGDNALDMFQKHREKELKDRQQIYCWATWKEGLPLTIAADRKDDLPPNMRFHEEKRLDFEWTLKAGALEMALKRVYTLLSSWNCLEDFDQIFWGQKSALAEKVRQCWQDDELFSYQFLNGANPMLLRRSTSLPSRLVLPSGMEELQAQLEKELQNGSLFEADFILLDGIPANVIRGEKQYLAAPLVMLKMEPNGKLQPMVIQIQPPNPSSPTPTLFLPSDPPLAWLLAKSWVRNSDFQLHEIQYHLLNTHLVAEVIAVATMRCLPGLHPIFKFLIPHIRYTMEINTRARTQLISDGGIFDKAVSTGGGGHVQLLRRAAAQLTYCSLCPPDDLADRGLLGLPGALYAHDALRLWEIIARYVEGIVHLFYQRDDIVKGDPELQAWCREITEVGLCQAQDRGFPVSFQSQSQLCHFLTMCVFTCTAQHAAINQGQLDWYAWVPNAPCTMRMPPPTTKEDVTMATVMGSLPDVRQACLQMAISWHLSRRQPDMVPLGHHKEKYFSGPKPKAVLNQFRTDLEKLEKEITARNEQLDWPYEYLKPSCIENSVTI
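Hydroperoxide product was detected by ferrous iron/xylenol orange as the 573 to 405 nm absorbance ratio. Arachidonic acid at 40 uM (final) was turned over for 30 min at room temperature by 150 nM human 12hLO, pH 7.0 Hepes buffer, after 15 min compound preincubation.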
HP1b binding inh: HTS for Inhibitors of HP1-beta Chromodomain Interactions with Methylated Histone Tails; Chromobox protein homolog 1 (Homo sapiens), P83916; AlphaScreen HP1-beta / biotin-H3K9me3 peptide binding; Potency, µM (highest dose often 114 µM), inactives show at the highest dose activity change, negative = inhibition, actives largely listed as inhibitors; 0.56% of 390,000 active; further: potency means the concentration at half of the fitted maximal effect; nearly all actives have a fitted effect of over 70% in size; inactives centre near 23
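AlphaScreen: HP1-beta (50 nM) preformed 30 min with biotin-H3(1-18)K9me3 peptide (50 nM) in PBS pH 7.4, 0.01% Tween-20. Compound added for 30 min at RT, then streptavidin donor/nickel chelate acceptor beads (10 ug/mL) for 30 min.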
Numbers without * were called inactive; ? = inconclusive; / = no result given; [ ] = another dose, or the depositor's remark. Unless noted, the call rests on the fitted dose curve; in most records, active means well fitted curve in the direction sought with a large enough effect; inconclusive means small, poorly fitted or top-dose-only effect, or another doubt; inactive means no such curve, though single readings can be large; an effect the other way counts as inactive or inconclusive. This is a subset, so the mix of outcomes need not match the whole.

SMILES | G9a block | RGS4 inh | ERG Ets-DNA blk | BAZ2B block | JMJD2A Tudor | PI4K2A inh | GLS inhibitor | ALOX12 inh | HP1b binding inh
Cc1ccc(NC(=O)COc2cccc3ccccc23)c(O)c1 | 0%[12.7 µM] | 10% | -1% | 10% | -4% | 4 | 5% | -10% | 27%
O=C(CSc1n[nH]c(=O)[nH]c1=O)Nc1cccc(S(=O)(=O)N2CCOCC2)c1 | -23% | -12% | 4% | -2% | -17% | 9 | -3% | -1% | 32%
CCOC(=O)c1c(C)nn(-c2ccc(NC(=O)/C=C/C(=O)O)cc2)c1C | ? | -14% | -3% | -5% | -6% | 6 | -1% | ? | 52%[activator]
COc1ccc(CCNC(=O)C2CC3Cn4c(nc5ccccc54)C3N2Cc2ccccc2)cc1 (configuration not stated) | / | 13% | -4% | / | -13% | -3 | -10% | -11% | 47%
CC(C)(C)C1CCC(=NOC(=O)c2ccc(F)cc2)CC1 (configuration not stated) | 76%[activator] | 24% | 4% | 24% | 45%[activator] | 6 | 1% | 4% | 72%[activator]
CNS(=O)(=O)c1cn(CC(=O)N2CCN(c3ccccc3F)CC2)cc1S(=O)(=O)NC | ? | 22% | 2% | -34% | -8% | 0 | -5% | -17% | 10%
Cc1cc2c(c(Sc3ccccc3)n1)C(=O)OC2 | 2%[59 µM] | 1% | -5% | 6% | 7% | -2 | / | 0% | 27%
CCc1ccc(/C(C)=N/NC(=O)CNC(=O)/C=C/c2ccco2)cc1 | / | ? | -5% | / | 22µM* | -26 | 0% | / | 22µM*
Nc1nnc(/C=C/c2cccc([N+](=O)[O-])c2)s1 | ? | 32% | 6% | -18% | 1% | 3 | 8% | 1% | 28%
Cc1sc2ncnc(Sc3ccccc3C(=O)Nc3ccccc3Cl)c2c1C | 3.5µM* | -22% | 9% | -10% | 7% | 2 | -7% | ? | 40%[activator]
N#C/C(=C\c1ccc(F)cc1)c1nc(-c2ccco2)cs1 | -1%[59 µM] | -32% | 1% | -38% | -15% | 3 | -4% | -12% | 2%
Nc1ncc(Br)cc1S(=O)(=O)NCCC(=O)NCCc1ccccc1 | -5% | -7% | 1% | -18% | -15% | 5 | -5% | 11% | 1%
Cc1noc(C)c1/C=N/Nc1ccccn1 | 6% | -31% | 3% | -15% | -31% | 5 | ? | -10% | 27%
Cc1oc2nc(SCC(=O)NCc3cccnc3)nc(N)c2c1C | 26%[59 µM] | 4% | -3% | -5% | 5% | 1 | 6% | 472%[activator] | 34%
COc1cccc(/C=C2\SC(=O)NC2=O)c1OCc1ccc(C(=O)O)cc1 | -20% | 3% | 7% | -26% | -4% | -4 | ? | ? | 27%
O=C(O)C(c1ccccc1)N1C(=O)c2cccc3cccc(c23)C1=O (configuration not stated) | 13% | 1% | 25% | -3% | -11% | -2 | 0% | ? | 33%
O=C(Nc1cc2c(cc1Cl)OCCO2)c1ccco1 | ? | 27% | 5% | 9% | -10% | -5 | -1% | ? | 18%
COc1ccc(-c2[nH]ncc2CN2CCC(OCc3cccnc3)CC2)c(F)c1 | / | 19% | 8% | 7% | -10% | 6 | 0% | 7% | 23%
Cc1ccccc1C(=O)Nc1ccccc1-n1cccc1 | 6%[59 µM] | 4% | 0% | -14% | -28% | -3 | -1% | 1% | 7%
O=C1OC(N2CCN(Cc3ccccc3)CC2)c2ccccc21 (configuration not stated) | / | 15% | 8% | / | -15% | 2 | 0% | -24% | 11%
CCOC(=O)c1ccc2c(c1)C(=O)N(C1CCCCC1)C2=O | -2%[59 µM] | -2% | / | -7% | -8% | -1 | 3% | 2% | 34%
O=C1NCCn2nc3ccccc3c21 | 16%[2.33 µM] | 10% | 8% | 0% | -17% | -1 | 3% | -5% | 34%
COCCn1c(=NC(=O)CCS(=O)(=O)c2ccccc2)sc2c(OC)ccc(OC)c21 | 20% | -25% | 9% | -14% | -8% | 1 | -4% | 10% | 45%[activator]
COc1ccc(NC(=O)CN(C)C(=O)C23CC4CC(CC(C4)C2)C3)cc1 | 28% | 6% | 5% | -3% | -10% | -4 | 2% | -2% | 9%
COc1ccc(C)cc1NC(=O)CC1COc2ccccc2O1 (configuration not stated) | 21% | -31% | 8% | -2% | 11% | -4 | -3% | -1% | 64%[activator]

Arranged by length of the SMILES (ascending): some entries from above.
SMILES | G9a block | RGS4 inh | ERG Ets-DNA blk | BAZ2B block | JMJD2A Tudor | PI4K2A inh | GLS inhibitor | ALOX12 inh | HP1b binding inh
O=C(Nc1cc2c(cc1Cl)OCCO2)c1ccco1 | ? | 27% | 5% | 9% | -10% | -5 | -1% | ? | 18%
Cc1ccc(NC(=O)COc2cccc3ccccc23)c(O)c1 | 0%[12.7 µM] | 10% | -1% | 10% | -4% | 4 | 5% | -10% | 27%
CCc1ccc(/C(C)=N/NC(=O)CNC(=O)/C=C/c2ccco2)cc1 | / | ? | -5% | / | 22µM* | -26 | 0% | / | 22µM*
COc1ccc(-c2[nH]ncc2CN2CCC(OCc3cccnc3)CC2)c(F)c1 | / | 19% | 8% | 7% | -10% | 6 | 0% | 7% | 23%
CCOC(=O)c1c(C)nn(-c2ccc(NC(=O)/C=C/C(=O)O)cc2)c1C | ? | -14% | -3% | -5% | -6% | 6 | -1% | ? | 52%[activator]
COCCn1c(=NC(=O)CCS(=O)(=O)c2ccccc2)sc2c(OC)ccc(OC)c21 | 20% | -25% | 9% | -14% | -8% | 1 | -4% | 10% | 45%[activator]

Carrying on.
SMILES | G9a block | RGS4 inh | ERG Ets-DNA blk | BAZ2B block | JMJD2A Tudor | PI4K2A inh | GLS inhibitor | ALOX12 inh | HP1b binding inh
CC(=O)c1cccc(NC(=S)NC(=O)c2ccc(Cl)cc2)c1 | -12%[59 µM] | -12% | -5% | -3% | ? | 0 | 9% | -26% | 14%
Cc1cccc(NC(=O)/C=C/c2ccc3c(c2)OCO3)n1 | 10% | 19% | -6% | 2% | -17% | -12 | 7% | -24% | 23%
CC(=O)Nc1ccc(S(=O)(=O)N[C@@H](C)C(=O)OCC(=O)Nc2ccc3c(c2)OCCO3)cc1 | / | 1% | -5% | / | -10% | 6 | -4% | -12% | 19%
CC1CCc2cc(F)ccc2N1C(=O)CN1C(=O)c2ccccc2C1=O (configuration not stated) | 4%[59 µM] | -2% | 3% | 4% | 2% | 3 | 0% | 0% | 22%
COc1ccc(-c2nc(C#N)c(NCC3CCCO3)o2)cc1 (configuration not stated) | 7%[59 µM] | -17% | / | -10% | -28% | 0 | 1% | 25% | ?
CSc1cccc2sc(NC(=O)C3=COCCO3)nc12 | -3% | 1% | -14% | -3% | -7% | 1 | 2% | -12% | 18%
COc1ccc(CCNC(=O)c2cc3sccc3n2C)cc1OC | -8% | -22% | 9% | -33% | -23% | 9 | -1% | -14% | ?
O=C(CSc1nnnn1-c1ccccc1)Nc1nsc(-c2ccc(Cl)cc2)n1 | -38%[59 µM] | -46% | -6% | -25% | -13% | 2 | -2% | -9% | 11%
COC1=CC(=O)OC(c2ccc(OC)cc2)C1 (configuration not stated) | / | 1% | 9% | / | -8% | 1 | -11% | -22% | 24%
COc1cc(Cl)c(C)cc1NC(=O)CCc1nc2cccnc2n1Cc1cccs1 | -20%[59 µM] | 15% | 0% | -18% | -18% | -4 | 1% | -16% | 24%
CC1CN(c2oc(-c3cccs3)nc2C#N)CC(C)O1 (configuration not stated) | -5%[59 µM] | 5% | -6% | 0% | -26% | 8 | 6% | 92%[activator] | 9%
CCN(CC)C(=O)c1sc2c(c1C)c(=O)n(-c1ccccc1)c(=O)n2CC(=O)N(CC)c1cccc(C)c1 | 0%[59 µM] | 12% | -1% | -13% | -15% | 3 | -5% | -27% | -5%
COc1ccc(OCc2cc(C(=O)N3CCC(OC)CC3)no2)c2ccccc12 | ? | -40% | 3% | ? | ? | -3 | -11% | ? | -10%
Cc1ccc(SCc2cc(=O)n(C)[nH]2)cc1 | -35% | 21% | 0% | ? | -21% | -8 | 11% | -16% | 4%
Cc1ccc(C)c(S(=O)(=O)Nc2cc(C)on2)c1 | / | 4% | 0% | -2% | 6% | -1 | -2% | 0% | 24%
O=C(CNC(=O)Cc1ccccc1)NCC(=O)OCc1ccccc1 | 1%[2.33 µM] | -6% | 10% | 3% | -10% | -13 | 12% | 14% | 8%
Cc1cc(Cl)ccc1NC(=O)CCC(=O)N/N=C/c1cccnc1 | ? | 0% | -3% | -1% | -7% | 5 | -9% | 0% | 37%

Source: PubChem
